LANA DNA inh = inhibitors of KSHV C-LANA binding to DNA, primary screen, biochemical, fluorescence polarization, FAM-LBS DNA, MBP-C-LANA, single point; inhibition, % at 9 µM; actives 0.078% (n = 340,000); AID 504423, 2011;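 active = highest replicate inhibition at or above 60% at 9 µM, even if other replicates fall short; inactive = all replicates below 60% inhibition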;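 note: 0% = neutral control wells and 100% = 4 µM acridine orange control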
SR-BI DiI-HDL act = activators of SR-BI mediated DiI-HDL uptake, primary screen, ldlA[mSR-BI] CHO cells, DiI fluorescence; actives 0.096% (n = 320,000); 3 h; 100 = double the neutral-control signal; activation, % at 12.5 µM;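 active = mean replicate activation of at least 60% and every replicate at or above 60%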;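 note: 0% = median plate neutral-control signal and 100% = twice that signal; values of inactives mirror those of a sister screen read the other way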
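Material – SR-BI-overexpressing, LDLR-lacking CHO cells · Medium – BSA-supplemented, HEPES-buffered Ham's F12, pH 7.4 · Doses – single concentration · Times – compound with DiI-HDL co-incubation, 3 h at 37 °C · Measured by – bottom-read fluorescence, 550/595 nm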
DAGLB inhibitor = DAGLB lipase inhibitors, primary screen, biochemical, fluorescence, HTS | actives 0.059% (n = 340,000) | inhibition, % at 5.17 µM | AID 504411, 2011 | Diacylglycerol lipase-beta (Homo sapiens), Q8NCG7 | HEK293T DAGLB membrane lysate, EnzChek fluorogenic substrate; in the data active = inhibition above about 34%;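 note: 0% = enzyme with vehicle and 100% = wells lacking enzyme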
Keap1 Nrf2 FP = Keap1-Nrf2 protein-protein interaction inhibitors, primary screen, biochemical, fluorescence polarization, single point. Keap1 Kelch-Nrf2 peptide fluorescence polarization, 1536-well. actives 0.15% (n = 340,000). Kelch-like ECH-associated protein 1 (Homo sapiens), Q14145. inhibition, % at 9.4 µM; in the data active = inhibition above about 12%;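 note: human Keap1 Kelch domain with fluorescein labeled Nrf2 9mer peptide probe; 0% = neutral control wells and 100% = peptide positive control; higher means more block of Keap1 binding to Nrf2 peptide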
PKA-R2B act = activators of PKA-R2B holoenzyme, primary screen, biochemical, fluorescence polarization, Cy5-IP20, human. PKA-R2B holoenzyme dissociation; R2B truncated from residue 108, S112A mutant; 0% DMSO only, 100% 113 µM cGMP. AID 504700, 2011. actives 0.079% (n = 340,000). activation, % at 11.4 µM;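 active = activation above a cutoff set at the mean over all compounds plus 3 SD, cut at about 18% in these data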;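 note: higher means more holoenzyme dissociation and a rise in polarization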
Arrestin-AP2 inh = inhibitors of beta-arrestin/AP2 binding, primary screen, biochemical, GPCR trafficking, flow cytometry. beta-arrestin 1 C-terminal peptide binding to AP2 beta2-adaptin appendage (human). FITC-arrestin peptide / GST-AP2 beads; AP2 beta2 appendage carries R879A mutation. inhibition, % at 10 µM. actives 0.31% (n = 340,000). AID 504490, 2011;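 active = inhibition above a set limit, near 3 SD of compounds lacking own fluorescence, cut at about 54% in these data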;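 note: plate controls were DMSO wells for no effect and 5 µM unlabelled arrestin peptide for full effect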
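System: GST-tagged AP2 beta2-adaptin appendage (R879A) on 4 µm glutathione beads / Reagent: FITC-arrestin peptide, 50 nM / Detection: HyperCyt-sampled flow cytometry, FL1 channel, ex 488/em 535 nm / Timing: 12 min plus 1 h, RT / Buffer or medium: PBS plus Tween 20 (0.05%) and BSA (0.1%)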
NSD2 inh = NSD2 histone methyltransferase inhibitors, primary screen, biochemical, AlphaScreen, single concentration, set 2 | actives 0.54% (n = 310,000) | Histone-lysine N-methyltransferase NSD2 (Homo sapiens), O96028 | inhibition, % at 12.5 µM | NSD2 peptide methylation, 120 min | AID 743445, 2014; in the data active = inhibition above about 50%
Target sequence (O96028 whole entry, looked up): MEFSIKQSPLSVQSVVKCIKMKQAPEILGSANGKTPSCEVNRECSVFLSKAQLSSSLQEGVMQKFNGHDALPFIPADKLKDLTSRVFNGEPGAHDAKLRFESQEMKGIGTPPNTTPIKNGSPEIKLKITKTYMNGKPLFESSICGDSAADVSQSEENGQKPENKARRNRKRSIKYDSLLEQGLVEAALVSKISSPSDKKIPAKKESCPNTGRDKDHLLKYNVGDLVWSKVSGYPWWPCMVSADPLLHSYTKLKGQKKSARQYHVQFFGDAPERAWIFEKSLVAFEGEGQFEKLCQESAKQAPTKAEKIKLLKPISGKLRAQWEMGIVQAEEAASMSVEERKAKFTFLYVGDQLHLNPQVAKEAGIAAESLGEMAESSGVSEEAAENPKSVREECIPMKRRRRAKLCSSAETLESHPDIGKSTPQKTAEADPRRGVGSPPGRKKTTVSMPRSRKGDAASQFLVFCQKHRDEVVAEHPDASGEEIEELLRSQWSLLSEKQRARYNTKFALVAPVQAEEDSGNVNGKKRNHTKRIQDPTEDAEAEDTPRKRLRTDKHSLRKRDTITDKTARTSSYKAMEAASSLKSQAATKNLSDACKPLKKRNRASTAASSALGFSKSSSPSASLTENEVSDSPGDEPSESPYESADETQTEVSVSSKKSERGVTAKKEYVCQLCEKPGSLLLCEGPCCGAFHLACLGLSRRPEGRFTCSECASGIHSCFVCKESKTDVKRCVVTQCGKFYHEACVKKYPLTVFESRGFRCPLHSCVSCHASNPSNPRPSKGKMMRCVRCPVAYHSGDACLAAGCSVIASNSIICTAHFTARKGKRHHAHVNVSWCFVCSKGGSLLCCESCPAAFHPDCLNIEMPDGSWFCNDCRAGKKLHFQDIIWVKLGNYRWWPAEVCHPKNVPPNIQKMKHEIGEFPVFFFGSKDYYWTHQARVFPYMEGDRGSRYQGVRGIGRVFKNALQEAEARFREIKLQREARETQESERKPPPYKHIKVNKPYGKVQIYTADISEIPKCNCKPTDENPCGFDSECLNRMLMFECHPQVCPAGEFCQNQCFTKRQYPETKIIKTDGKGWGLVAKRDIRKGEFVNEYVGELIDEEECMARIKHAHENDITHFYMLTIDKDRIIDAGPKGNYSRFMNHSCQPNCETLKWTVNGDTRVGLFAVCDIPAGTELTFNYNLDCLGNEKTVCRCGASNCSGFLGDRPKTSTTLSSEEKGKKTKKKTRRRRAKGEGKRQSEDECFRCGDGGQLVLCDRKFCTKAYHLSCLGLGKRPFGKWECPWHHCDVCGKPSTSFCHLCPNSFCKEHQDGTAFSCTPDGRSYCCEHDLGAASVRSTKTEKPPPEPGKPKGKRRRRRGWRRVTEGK
PvdQ acylase = P. aeruginosa PvdQ acylase inhibitors, primary screen, biochemical, fluorescence, plate reader and imaging, single point; purified PvdQ acylase; PvdQ acylase [Pseudomonas aeruginosa LESB58]; actives 0.063% (n = 340,000); inhibition, % at 10 µM; AID 488965, 2010; in the data active = inhibition above about 30%, passing the limit was not always enough;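 note: 0% = vehicle neutral wells and 100% = reference inhibitor wells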
SR-BI HDL uptake = inhibitors of SR-BI mediated HDL lipid uptake, primary screen, ldlA[mSR-BI] cells, fluorescence, single point | AID 488896, 2010 | Scavenger receptor class B member 1 (Mus musculus), Q61009 | ldlA[mSR-BI] CHO cells, DiI-HDL uptake fluorescence, 3 h | inhibition, % at 12.5 µM | actives 0.96% (n = 320,000);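 active = mean replicate inhibition of at least 70% and a set share of replicates each scoring 70 or more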;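 note: 0% = median of neutral control wells and 100% = median of positive control wells; values of inactives mirror those of a sister screen read the other way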
Cardiac RTF inh = cardiac RTF calcium sensitivity inhibitors, primary screen, biochemical, IANBD-TnC fluorescence, EC70 calcium; IANBD-labeled cardiac RTF, Ca2+ fluorescence; inhibition, % at 7.15 µM; actives 0.12% (n = 340,000); AID 493244, 2011; Troponin I, cardiac muscle (Homo sapiens) + Troponin T, cardiac muscle (Homo sapiens) + …;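 active = inhibition above the mean inhibition of all tested compounds plus 3 SD, cut at about 17% in these data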;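 note: assay run at fixed EC70 calcium of 1.6 mM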
* hit, by the source's call; · = not tested or not shown. No enrichment for hits. About 2.1% of those tested had a hit in this group.

SMILES	LANA DNA inh	SR-BI DiI-HDL act	DAGLB inhibitor	Keap1 Nrf2 FP	PKA-R2B act	Arrestin-AP2 inh	NSD2 inh	PvdQ acylase	SR-BI HDL uptake	Cardiac RTF inh
COc1ccc(N2C(=O)C(CC(=O)O)S/C2=C\C(C)=O)cc1 (configuration not stated)	1.3	-11	1	-3	6	3	-3	-8	11	-7
COc1cc(CCC(=O)OCc2nnc(-c3ccccc3)o2)cc(OC)c1OC	-0.8	29	-1	-3	3	1	23	-20	-29	0
CN1C(=O)/C(=C/c2ccc(OCc3ccc(F)cc3)cc2)NC1=S	-1.6	-19	-1	-2	2	10	18	-6	19	-1
CC12CC(c3ccccc3O1)N(C(=O)c1ccco1)C(=S)N2c1ccc(F)cc1 (configuration not stated)	-1.5	28	-3	-7	-14	7	0	-7	-28	-7
Cc1ccccc1CC1(CO)CCCN(Cc2c(C)nn(C)c2Cl)C1 (configuration not stated)	0.1	26	0	0	4	0	1	0	-26	6
COCCN1C(=O)c2ccccc2C(C(=O)NCCN(C)C)C1c1ccc(F)cc1 (configuration not stated)	-1.7	14	-3	2	-4	-1	·	11	-14	-8
Cc1ccc(NC(=O)N2CCCC2)cc1Cl	-1.3	-6	2	-8	4	-5	-2	11	6	-7
Cc1ccc2c(c1)cc(CN(Cc1ccco1)S(=O)(=O)c1ccccc1)c1nnnn12	-0.6	-23	2	-4	4	1	-3	-12	23	-3
CC(=O)Oc1cccc(N2C(=O)c3ccc(C(=O)Nc4c[nH]c(=O)[nH]c4=O)cc3C2=O)c1	-0.7	11	1	-5	2	6	·	-8	-11	-3
c1ccc(CCN2CN=C(Nc3nc4ccccc4o3)NC2)cc1	1.1	14	5	-5	-13	-4	0	-4	-14	2
c1coc(CNc2ncnc3c2oc2ccccc23)c1	-1.2	18	-1	-3	-2	8	·	9	-18	5
Cn1c(-c2ccccc2)nc2cnccc21	-0.2	29	0	5	-7	-18	-1	-12	-29	-1
C=CCOC(Cn1ccnc1)c1ccc(Cl)cc1Cl (configuration not stated)	2.6	12	-1	2	4	18	3	2	-12	-4
CC(Oc1ccccc1)C(=O)Nc1ccccc1F (configuration not stated)	-0.5	9	-1	-1	-7	28	0	13	-9	-3
O=C(CSc1nnc(CNc2ccc(F)cc2)n1Cc1ccco1)N1CCOCC1	-0.9	16	2	-2	15	6	7	-2	-16	3
Cc1ccccc1NC(=O)C(=O)NCC1CCCN1S(=O)(=O)c1cccs1 (configuration not stated)	0.1	-13	2	0	-5	25	-1	-10	13	-15
CCOC(=O)N1CCN(C(=O)c2cccc(S(=O)(=O)Nc3ccc(F)cc3)c2)CC1	-0.4	-4	-1	-2	-4	15	1	-3	4	0
O=C(c1ccc(S(=O)(=O)N2CCc3ccccc3C2)cc1)N1CCCCC1	0.8	23	-3	-2	-9	6	-2	0	-23	0
O=C(O)c1cc(O)ccc1NC(=O)c1cccc2ccccc12	1.4	7	6	-3	-5	12	4	18	-7	-10
CC(/C=N\NC(=O)c1ccc2c(c1)OCO2)c1ccccc1 (configuration not stated)	1.9	15	-3	-1	-17	39	-3	0	-15	-1
Cc1ccc(C(=O)OCC(=O)NCCc2ccc(F)cc2)cc1S(=O)(=O)N1CCOCC1	0.1	-17	-1	0	-5	32	-3	-6	17	-8
O=C(C[C@H]1C/C=C\C[C@@H](Cc2ccc(F)cc2)C(=O)OC[C@H]2CCCN2C1=O)N[C@@H](CO)Cc1ccccc1	0.7	13	0	0	-6	8	·	-7	-13	-6
CC(Sc1nnc(N)s1)C(=O)Nc1ccc(N2CCOCC2)cc1 (configuration not stated)	0.6	4	-1	3	8	28	-1	12	-4	0
COCCNC(=O)c1ccc(C(=O)NCCOC)s1	-0.7	29	-5	0	-11	-7	7	-13	-29	0
COCCN(Cc1nnc(-c2cccs2)o1)C(=O)c1cccc(S(=O)(=O)N2CCOCC2)c1	-0.6	43	0	0	4	11	-4	-3	-43	2
CC(C)NC(=O)N1c2ccccc2Sc2ccccc21	-1.2	-11	-3	-2	10	2	-2	-15	11	-5
O=C(COC(=O)CCc1c[nH]c2ccccc12)Nc1ccccc1C(F)(F)F	1.2	-3	0	0	-5	16	-1	1	3	2
CCOc1ccc(C(=O)NCC2OCCc3ccccc32)cc1 (configuration not stated)	0.7	-8	1	2	3	1	26	-1	8	-3
CCC(N=c1cc(-c2ccc(OC)c(OC)c2)oc2ccc(C)cc12)C(=O)O (configuration not stated)	-1.5	39	-4	0	9	29	0	5	-39	-18
COCc1ccc(C(=O)N2CCCC(CCC(=O)NCc3ccccc3F)C2)o1 (configuration not stated)	-1.1	-1	-1	-4	-10	0	3	11	1	9
Cc1cccc(NC(=O)CSc2nc(NS(=O)(=O)c3ccccc3)cc(=O)[nH]2)c1	-2.6	14	6	-3	-10	-10	4	-7	-14	-10
COc1ccc(CN(C(=O)CN2C(=O)COc3ccccc32)C2CCCC2)c(OC)c1	-0.2	-14	-5	-6	-7	1	-3	-11	14	0
CCOC(=O)c1c(S(=O)(=O)N2CCCC(C(=O)Nc3cccc(C)n3)C2)c(C)n(C)c1C (configuration not stated)	-0.1	0	-1	-1	-8	-13	0	-7	0	1
CC(C)c1ccc(C2NC(=O)c3ccccc3O2)cc1 (configuration not stated)	-0.2	·	2	0	6	-3	-1	-21	·	-18
Cc1ccc(NC(=O)CC2SCCNC2=O)cc1[N+](=O)[O-] (configuration not stated)	1.8	15	-3	3	5	26	-2	3	-15	-4
N/C(=N\OC(=O)c1ccc(Br)o1)c1cccnc1	-1.2	11	-2	1	-14	36	-2	3	-11	14
CCOC(=O)c1c(CN2CCOCC2)oc2ccc(OC)cc12	1.0	6	3	0	3	5	0	-10	-6	3
COc1cccc(-c2nc(C#N)c(N3CCN(C(=O)c4ccco4)CC3)o2)c1	1.1	-17	-2	-1	-13	18	0	20	17	0
CSc1nnc(-c2ccc(O)cc2)n1C	1.3	14	1	-1	-3	-4	-1	-10	-14	-3
CCOC(=O)c1csc(NC(=O)c2ccc(C#N)cc2)n1	0.5	-22	-1	-3	-6	10	-3	15	22	-8

Part of the list above in order of SMILES length, largest number first.
SMILES	LANA DNA inh	SR-BI DiI-HDL act	DAGLB inhibitor	Keap1 Nrf2 FP	PKA-R2B act	Arrestin-AP2 inh	NSD2 inh	PvdQ acylase	SR-BI HDL uptake	Cardiac RTF inh
O=C(C[C@H]1C/C=C\C[C@@H](Cc2ccc(F)cc2)C(=O)OC[C@H]2CCCN2C1=O)N[C@@H](CO)Cc1ccccc1	0.7	13	0	0	-6	8	·	-7	-13	-6
CCOC(=O)c1c(S(=O)(=O)N2CCCC(C(=O)Nc3cccc(C)n3)C2)c(C)n(C)c1C (configuration not stated)	-0.1	0	-1	-1	-8	-13	0	-7	0	1
CCC(N=c1cc(-c2ccc(OC)c(OC)c2)oc2ccc(C)cc12)C(=O)O (configuration not stated)	-1.5	39	-4	0	9	29	0	5	-39	-18
O=C(COC(=O)CCc1c[nH]c2ccccc12)Nc1ccccc1C(F)(F)F	1.2	-3	0	0	-5	16	-1	1	3	2
COCc1ccc(C(=O)N2CCCC(CCC(=O)NCc3ccccc3F)C2)o1 (configuration not stated)	-1.1	-1	-1	-4	-10	0	3	11	1	9
Cc1ccc(NC(=O)CC2SCCNC2=O)cc1[N+](=O)[O-] (configuration not stated)	1.8	15	-3	3	5	26	-2	3	-15	-4
CC(Sc1nnc(N)s1)C(=O)Nc1ccc(N2CCOCC2)cc1 (configuration not stated)	0.6	4	-1	3	8	28	-1	12	-4	0
CCOC(=O)c1c(CN2CCOCC2)oc2ccc(OC)cc12	1.0	6	3	0	3	5	0	-10	-6	3
CC(C)c1ccc(C2NC(=O)c3ccccc3O2)cc1 (configuration not stated)	-0.2	·	2	0	6	-3	-1	-21	·	-18
CC(C)NC(=O)N1c2ccccc2Sc2ccccc21	-1.2	-11	-3	-2	10	2	-2	-15	11	-5
CSc1nnc(-c2ccc(O)cc2)n1C	1.3	14	1	-1	-3	-4	-1	-10	-14	-3

(further entries)
SMILES	LANA DNA inh	SR-BI DiI-HDL act	DAGLB inhibitor	Keap1 Nrf2 FP	PKA-R2B act	Arrestin-AP2 inh	NSD2 inh	PvdQ acylase	SR-BI HDL uptake	Cardiac RTF inh
Nn1c(SCC(=O)NCC2CCCO2)nnc1-c1cc(Cl)ccc1Cl (configuration not stated)	-0.6	22	1	1	6	22	-1	3	-22	-7
COc1c2c(cc3oc(=O)c4c5ccc(O)cc5oc4c13)OC(C)(C)CC2	0.8	-89	-4	0	16	23	·	1	89*	6
O=C(NCc1n[nH]c(=S)n1-c1ccc(F)cc1)c1ccc(S(=O)(=O)N2CCCC2)cc1	1.2	10	-2	3	-7	1	1	-10	-10	8
COc1ccc(C(CNc2ccc(S(=O)(=O)N3CCCC3)cc2[N+](=O)[O-])N2CCCC2)cc1 (configuration not stated)	-0.5	5	0	-2	-5	3	3	-2	-5	-1
Cn1cccc1C(=O)NCc1ccccn1	-1.0	23	0	3	-1	2	-1	1	-23	-2
O=C(NCC[C@@H]1C[C@@H]2C=C[C@H]1C2)c1cc(COc2ccc(F)cc2F)on1	0.0	35	-3	0	9	-8	-4	1	-35	0
COc1ccc(N2C(=O)CSC23C(=O)Nc2ccccc23)cc1OC (configuration not stated)	0.2	-18	0	1	-7	-3	2	-10	18	5
Clc1ccc(Cn2cc(Br)cn2)cc1Cl	-0.8	4	-8	-3	3	-8	-2	-17	-4	-8
